HT1080 cytotoxicity: cytotoxicity in HT1080 fibrosarcoma cells, cell-based, fluorescence readout (AID 620). cytotoxicity, % at 10 µM; hits with a dose series show EC50 in µM. 0.42% of 87,000 active. HT1080 viability, fluorescence; higher % means a stronger effect;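 also: cells exposed to compound overnight then 4 h with Alamar Blue; 0% = vehicle DMSO and 100% = killing control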
PMK inhibit: S. pneumoniae PMK inhibitors, primary screen, biochemical, mevalonate pathway, pilot trial included | purified PMK, PK/LDH-coupled NADH absorbance 340 nm | inhibition, % at 10 µM | 0.49% of 65,000 active | AID 539, 2006;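 active = top-ranked compounds by inhibition in the single 10 µM screen, taking a fixed number of the strongest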;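 also: 0% = full reaction with DMSO carrier and 100% = background rate without enzyme reaction; no value below 0 was filed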
HPDE-C7 cytotoxicity: cytotoxicity in HPDE-C7 cells, cell-based, fluorescence, HTS (AID 430); cytotoxicity, % at 10 µM, or EC50 in µM where a hit was titrated; HPDE-C7 pancreatic duct cells viability, fluorescence; higher % means a stronger effect; 1.8% of 63,000 active;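 also: cells exposed to compound for 48 hours before viability readout; 0% = vehicle and 100% = reference cytotoxic drug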
LYP phosphatase: LYP phosphatase inhibitors, primary screen, biochemical, DiFMUP fluorescence, recombinant catalytic domain, 10 µM (AID 606) | Tyrosine-protein phosphatase non-receptor type 22 (Homo sapiens) | recombinant LYP catalytic domain, DiFMUP fluorescence; higher % means a stronger effect | inhibition, % at 10 µM, or IC50 in µM where a hit was titrated | 52,000 tested, under 10 active;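 active = IC50 under 40 µM in the dose-response test; inactive = IC50 of 40 µM or more, or never dose-tested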
Bfl-1 displacement: Bfl-1 inhibitors, primary screen, biochemical, fluorescence polarization, FITC-Bid, mouse (AID 432); Bcl-2-related protein A1 (Mus musculus); FITC-Bid BH3 peptide fluorescence polarization displacement; higher % means a stronger effect; displacement, % at 20 µM; hits with a dose series show IC50 in µM; 0.02% of 64,000 active; in the data active = a potency from the dose series; inactive = the rest, 99 in 100 with displacement below about 15%; also: strong numbers were not always called active
MK inhibit: S. pneumoniae MK inhibitors, primary screen, biochemical, PK/LDH-coupled NADH absorbance; purified MK, PK/LDH-coupled NADH absorbance 340 nm; inhibition, % at 10 µM; 0.48% of 65,000 active; AID 555, 2006;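 active = ranked among the strongest by inhibition in the single 10 µM screen, a fixed top-ranked set picked for dose follow-up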; also: no value below 0 was filed
Alkaline phosphatase: human TNAP enzyme inhibitors, biochemical, luminescent (AID 518). purified TNAP enzyme, luminescent substrate readout; higher % means a stronger effect. inhibition, % at 20 µM, or IC50 in µM where a hit was titrated. 0.09% of 64,000 active; in the data active = a potency from the dose series; inactive = the rest, 99 in 100 with inhibition below about 22%;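 also: plate controls were vehicle for no effect and reference inhibitor for full effect; many of its hits are not listed in these tables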
Spn DPM-DC inh: S. pneumoniae DPM-DC inhibitors, primary screen, biochemical, PK/LDH-coupled NADH fluorescence; 0.49% of 65,000 active; calls only at 10 µM; purified DPM-DC; diphosphomevalonate decarboxylase (Streptococcus pneumoniae D39);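 active = the 320 compounds with the highest percent inhibition in the single-dose primary screen, excluding strongly autofluorescent ones, cut at about 32% in these data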;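 also: kinetic rate of NADH fluorescence loss reporting ADP formed by the decarboxylase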
KRASV12 cytotoxicity: cytotoxicity in KRAS-transformed pancreatic duct cells, primary screen, cell-based, fluorescence, HTS (AID 431); 1.7% of 63,000 active; HPDE-C7K KRASV12 cells, Alamar Blue viability, 48 h; higher % means a stronger effect; cytotoxicity, % at 10 µM, or EC50 in µM where a hit was titrated;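 active = compounds whose percent cytotoxicity in the single-dose primary screen, scaled between solvent and toxic-drug controls, exceeds 50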;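 also: 0% = DMSO solvent wells and 100% = doxorubicin-treated wells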
PMK inhibit pilot replicates: second read-out of PMK inhibit, no call of its own (marks repeat the call); inhibition, %; measured here: pilot screen replicates
MK inhibit pilot replicates: second read-out of MK inhibit, no call of its own (marks repeat the call); inhibition, %; measured here: pilot screen replicates
Spn DPM-DC inh pilot screen %: second read-out of Spn DPM-DC inh, no call of its own (marks repeat the call); inhibition, %; measured here: pilot screen trials
Numbers without * were called inactive; i = inactive; nt = not tested or not shown; + = active, no number. Rule as the data show it, unless noted: active = cytotoxicity above about 50%; inactive = the rest.

SMILES	HT1080 cytotoxicity	PMK inhibit	HPDE-C7 cytotoxicity	LYP phosphatase	Bfl-1 displacement	MK inhibit	Alkaline phosphatase	Spn DPM-DC inh	KRASV12 cytotoxicity	others
CCN(CC)C(=O)c1ccc(NS(=O)(=O)c2ccccc2)cc1	-0.6%	6.0	-10.1%	nt	0.7%	9.0	8.8%	i	-6.9%	PMK inhibit pilot replicates=2.0;MK inhibit pilot replicates=0.5;Spn DPM-DC inh pilot screen %=0.5
CCOC(=O)c1ccc(Nc2nnc3nc(C)cc(C)n23)cc1	-3.0%	6.0	-0.9%	-0.1%	-2.1%	14.0	5.4%	i	-20.4%
CC(=O)Nc1ccccc1NC(=O)CC(C)(C)C	-2.8%	1.0	-14.6%	9.1%	-3.0%	12.0	8.3%	i	-9.0%
CCCN1Cc2cccc(C(=O)NCc3ccc4c(c3)OCO4)c2C1=O	-1.4%	13.0	-16.7%	9.3%	-7.1%	1.0	2.3%	i	-2.8%
O=C(c1ccc(Cl)cc1)N(Cc1cccs1)C1CCS(=O)(=O)C1 (stereo not drawn)	4.3%	10.0	-20.0%	3.4%	-3.5%	0.0	7.1%	i	-2.0%	PMK inhibit pilot replicates=1.5;MK inhibit pilot replicates=3.5;Spn DPM-DC inh pilot screen %=2.5
O=C(Cn1nnc(-c2ccccc2)n1)OCc1csc(-c2ccccc2)n1	3.7%	9.0	-5.0%	6.8%	-2.0%	6.0	3.6%	i	-5.0%
CC1CCCC(N2CCN(C(=O)c3ccc(F)cc3)CC2)C1 (stereo not drawn)	nt	4.0	19.3%	4.0%	-6.1%	47.0*	12.7%	i	8.7%	PMK inhibit pilot replicates=2.5;MK inhibit pilot replicates=+;Spn DPM-DC inh pilot screen %=1.0
COc1ccccc1-c1c(NC(=O)c2ccco2)n(-c2ccccc2)nc(C)c1=O	7.3%	3.0	-15.5%	nt	4.1%	7.0	4.5%	i	-8.3%
COc1ccccc1N1CCN(C(c2cc3cc(C)ccc3[nH]c2=O)c2nnnn2C2CCCC2)CC1 (stereo not drawn)	2.1%	10.0	1.7%	nt	-3.3%	10.0	18.2%	i	-1.0%
COC(=O)C1C(=O)c2c([nH]c(C(=O)OC3CCCCCC3)c2C)CC1C (stereo not drawn)	1.8%	19.0	11.1%	6.2%	-10.2%	11.0	10.3%	i	7.9%
CCOc1ccc(-n2c(SCC(=O)Nc3ccc(OC)cc3)nc3c(c2=O)SCC3)cc1	6.3%	10.0	-15.3%	-1.7%	1.7%	0.0	-1.5%	i	-23.5%
CCOC(=O)CC(=O)c1cc(OC)c(OC)c(OC)c1	10.1%	19.0	4.1%	0.6%	4.3%	6.0	14.2%	i	8.7%	PMK inhibit pilot replicates=0.0;MK inhibit pilot replicates=0.5;Spn DPM-DC inh pilot screen %=4.0
Cc1ccn2c(-c3csc(NCc4ccco4)n3)c(C)nc2c1	14.8%	7.0	9.2%	12.2%	5.2%	21.0	9.8%	i	10.5%
COc1ccc(S(=O)(=O)N2CCCC2C(=O)Nc2nnc(-c3cccnc3)s2)cc1 (stereo not drawn)	-11.1%	6.0	-8.0%	nt	-15.4%	5.0	5.9%	i	-4.6%
CN=C1c2ccccc2CN1c1cccc(C(=O)OC)c1	24.0%	0.0	nt	nt	-9.1%	0.0	8.4%	i	nt
Cc1ccnc(SCCn2c(N3CCCCC3)nc3c2c(=O)[nH]c(=O)n3C)n1	-4.5%	8.0	-9.0%	3.2%	4.2%	6.0	6.7%	i	-1.1%
CCc1nnc(NC(=O)CCC(=O)N2CCN(Cc3cc(F)ccc3OC)CC2)s1	12.8%	9.0	23.4%	-9.7%	-5.4%	7.0	13.8%	i	11.2%
CCCCOCCCNC(=O)c1ccc(NC(C)=O)cc1	19.0%	13.0	-4.7%	-1.2%	-1.7%	3.0	10.8%	i	0.4%	PMK inhibit pilot replicates=3.5;MK inhibit pilot replicates=1.5;Spn DPM-DC inh pilot screen %=0.0
CSc1nc(C)cc(OCC(=O)N2CCOCC2)n1	1.0%	17.0	2.9%	-9.7%	1.9%	12.0	10.5%	i	-5.3%	PMK inhibit pilot replicates=3.5;MK inhibit pilot replicates=0.0;Spn DPM-DC inh pilot screen %=1.5
O=C(CCN1CCCCCC1)Nc1ccc(F)c(F)c1	-0.6%	3.0	7.6%	-0.8%	-9.1%	2.0	10.9%	i	8.4%
CC1CCN(c2nnc(N3CCC(C)CC3)c3ccccc23)CC1	-15.9%	8.0	-24.4%	-6.2%	-6.9%	7.0	7.2%	i	-2.9%
CCOC(=O)N1CCC(NC(=O)COc2cc(=O)n(C)c3ccccc23)CC1	-2.2%	7.0	-1.2%	nt	-0.6%	1.0	2.6%	i	10.5%
CSc1nc(-c2ccco2)nn1C(=O)c1ccco1	-3.6%	7.0	-12.1%	3.0%	-1.0%	12.0	5.3%	i	-2.0%
CCOC(=O)c1oc2cccc(OC(C)=O)c2c1C	-11.9%	0.0	9.3%	16.9%	-5.6%	0.0	7.6%	i	11.2%	PMK inhibit pilot replicates=0.0;MK inhibit pilot replicates=0.0;Spn DPM-DC inh pilot screen %=0.0
COC(=O)c1ccccc1NC(=O)CN1CCN(C(=O)c2ccco2)CC1	1.8%	9.0	4.2%	3.3%	-5.6%	3.0	17.9%	i	7.0%

Quoted from above, two compounds:
SMILES	HT1080 cytotoxicity	PMK inhibit	HPDE-C7 cytotoxicity	LYP phosphatase	Bfl-1 displacement	MK inhibit	Alkaline phosphatase	Spn DPM-DC inh	KRASV12 cytotoxicity	others
CCN(CC)C(=O)c1ccc(NS(=O)(=O)c2ccccc2)cc1	-0.6%	6.0	-10.1%	nt	0.7%	9.0	8.8%	i	-6.9%	PMK inhibit pilot replicates=2.0;MK inhibit pilot replicates=0.5;Spn DPM-DC inh pilot screen %=0.5
CCOC(=O)c1ccc(Nc2nnc3nc(C)cc(C)n23)cc1	-3.0%	6.0	-0.9%	-0.1%	-2.1%	14.0	5.4%	i	-20.4%

Continuation.
SMILES	HT1080 cytotoxicity	PMK inhibit	HPDE-C7 cytotoxicity	LYP phosphatase	Bfl-1 displacement	MK inhibit	Alkaline phosphatase	Spn DPM-DC inh	KRASV12 cytotoxicity	others
c1ccc(SSc2ccccc2)cc1	27.2%	0.0	nt	13.4%	nt	0.0	nt	i	nt
COc1ccc(-c2nnc3ccc(SCC(=O)N4CCN(c5ccccc5)CC4)nn23)cc1	16.2%	8.0	-6.6%	5.0%	-4.9%	13.0	2.9%	i	1.2%
Cc1ccc(S(=O)(=O)N2CCN(C)CC2)cc1-c1nnc2c3ccccc3c(C)nn12	0.2%	5.0	nt	-6.1%	-8.1%	8.0	14.3%	i	nt
O=C(CC1Oc2ccc(Cl)cc2NC1=O)NC1CCCCCC1 (stereo not drawn)	4.2%	10.0	-0.1%	12.2%	-6.1%	9.0	10.8%	i	6.0%	PMK inhibit pilot replicates=0.0;MK inhibit pilot replicates=0.5;Spn DPM-DC inh pilot screen %=0.0
CCCCCOC(=O)c1[nH]c2c(c1C)C(=O)C(C(=O)OC)C(C)C2 (stereo not drawn)	nt	16.0	-22.6%	nt	1.4%	0.0	10.1%	i	-5.9%
CC(=O)Cc1nsc(NC(=O)c2ccccc2)n1	1.1%	15.0	-0.6%	-12.4%	-6.5%	0.0	3.1%	i	-3.5%
c1ccc(C(c2nnnn2C2CCCCC2)N2CCc3ccccc3C2)nc1 (stereo not drawn)	-2.8%	13.0	7.0%	14.4%	4.2%	4.0	-0.1%	i	3.7%
COc1cccc(NC2CC(=O)N(CCc3ccccc3)C2=O)c1 (stereo not drawn)	-4.7%	7.0	2.8%	3.1%	-1.9%	8.0	2.6%	i	-0.8%
O=C(c1sccc1-n1cccc1)N1CCCC1	15.3%	8.0	-9.6%	8.2%	1.6%	9.0	7.1%	i	-0.6%
CCCc1nnc(SCc2ccc(OCC)cc2)n1N	-3.8%	3.0	1.9%	nt	-7.2%	7.0	13.6%	i	-5.4%
CCOc1ccccc1N1C(=O)CC(Nc2ccc(N3CCOCC3)cc2)C1=O (stereo not drawn)	13.5%	14.0	-4.6%	2.2%	-10.2%	5.0	10.1%	i	-6.0%
O=C(Nc1ccc(-c2noc(CCc3ccccc3)n2)cc1)c1cccnc1	6.2%	0.0	58.7%*	15.6%	-0.5%	9.0	9.0%	i	47.0%
O=C(CCCCn1c(=O)c2ccccc2n(Cc2ccc(F)cc2)c1=O)NCc1ccco1	3.7%	15.0	10.7%	8.6%	-6.8%	0.0	6.2%	i	6.7%
CN(c1cccc(NC(=O)Nc2cccc(Cl)c2)c1)S(C)(=O)=O	9.3%	5.0	-1.7%	11.1%	-8.1%	6.0	-12.9%	i	0.6%
S=c1nc(-c2cccc(Br)c2)[nH][nH]1	-8.5%	0.0	-8.8%	-2.8%	-3.3%	1.0	12.3%	i	-6.9%
CCNC(=O)COc1ccc2ccccc2c1	1.6%	7.0	-12.6%	-3.3%	0.5%	3.0	9.9%	i	5.3%
O=C1C2=C(Nc3ccccc3SC2c2ccco2)c2ccccc21 (stereo not drawn)	15.4%	0.0	-1.4%	-0.5%	3.0%	0.0	20.6%	i	12.3%
COCCNc1ncnc2c1cnn2Cc1ccc(Cl)cc1	1.4%	0.0	31.2%	1.2%	0.2%	0.0	5.4%	i	39.0%
COc1cc(-c2nnc(SCc3c(F)cccc3Cl)o2)cc(OC)c1OC	2.9%	0.0	-6.6%	nt	-2.8%	0.0	21.7%	i	5.6%	PMK inhibit pilot replicates=2.5;MK inhibit pilot replicates=0.0;Spn DPM-DC inh pilot screen %=2.0
Cc1cc(NC(=O)c2cccnc2)ccc1NC(=O)c1ccco1	-16.9%	0.0	-3.3%	-1.3%	2.2%	4.0	14.2%	i	-13.3%
CCOC(=O)N1CCN(C(=O)C2COc3ccccc3O2)CC1 (stereo not drawn)	-2.6%	11.0	-1.8%	9.5%	0.3%	11.0	9.2%	i	11.8%
Cc1ccc(-n2c3c(cc(C(=O)NCc4ccco4)c2=O)C(=O)CC(C)(C)C3)cc1	-0.8%	20.0	-2.8%	10.8%	-1.9%	10.0	9.6%	i	-0.9%
Cn1cccc1C(C(=O)NC1CCCCC1)N(C(=O)Cc1cccs1)c1ccc2c(c1)OCO2 (stereo not drawn)	-11.4%	8.0	1.6%	-5.5%	-6.1%	6.0	16.3%	i	-1.5%
COc1ccc(OC)c(-n2c(SCC(=O)N3CCc4ccccc43)nc3c(c2=O)SCC3)c1	-3.2%	0.0	5.7%	-2.0%	-2.3%	12.0	6.3%	i	15.1%
CN(Cc1ccccc1)C(=O)COC(=O)c1ccc2c(c1)OCO2	5.9%	18.0	nt	-0.3%	-0.7%	4.0	10.9%	i	nt
Cc1ccc(C)c(N2CCN(C(=O)c3cc4ccccc4oc3=O)CC2)c1	5.8%	0.0	3.4%	-5.7%	-1.9%	0.0	7.9%	i	2.6%
O=C(CN1C(=O)COc2ccccc21)N(Cc1cccnc1)Cc1cccc(F)c1	-7.4%	14.0	-1.0%	-7.9%	-5.4%	0.0	7.3%	i	-1.8%

Compound activity: PubChem, several laboratories

Compounds as they come; 3.5% or so of the library scored in one or more.
